# Screening data (PubChem BioAssay)
# GSK3A inh = human GSK-3 alpha kinase inhibition; ADP-Glo luminescence, 60 min; inhibition, % at 10 µM; AID 2650; actives 0.1% (n = 320,000); P49840;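 in the data active = inhibition above about 50%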;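 note: GST-tagged GSK-3 alpha with peptide substrate and 25 µM ATP; 0% = DMSO neutral wells and 100% = GW8510 positive control wells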
# Target sequence (P49840 whole entry, looked up): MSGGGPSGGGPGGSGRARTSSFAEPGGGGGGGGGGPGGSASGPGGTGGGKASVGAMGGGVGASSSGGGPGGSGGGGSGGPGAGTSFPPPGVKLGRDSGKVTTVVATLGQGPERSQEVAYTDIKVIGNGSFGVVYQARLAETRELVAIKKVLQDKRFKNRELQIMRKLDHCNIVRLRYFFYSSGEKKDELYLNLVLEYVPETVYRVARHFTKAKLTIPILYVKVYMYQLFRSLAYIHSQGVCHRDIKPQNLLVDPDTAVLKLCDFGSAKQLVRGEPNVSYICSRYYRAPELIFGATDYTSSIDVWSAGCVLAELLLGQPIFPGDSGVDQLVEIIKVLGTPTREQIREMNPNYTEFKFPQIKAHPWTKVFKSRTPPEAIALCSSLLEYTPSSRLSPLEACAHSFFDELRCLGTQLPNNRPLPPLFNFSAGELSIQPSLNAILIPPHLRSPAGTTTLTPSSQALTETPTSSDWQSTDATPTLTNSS
# GSK3beta inhib = blocks human GSK3beta kinase activity; P49841; GST-GSK3beta kinase, ADP-Glo luminescence, 60 min; active compounds read low; activity score (negative = inhibition), % at 10 µM; actives 0.038% (n = 300,000); AID 2097;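 active = more than half of replicate wells score below -50%, meaning over 50% inhibition versus plate controls; inconclusive = some replicates but at most half score below -50%; inactive = no replicate scores below -50%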;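 note: 0% = median DMSO wells and -100% = median GW8510 positive control wells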
# Target sequence (P49841 whole entry, looked up): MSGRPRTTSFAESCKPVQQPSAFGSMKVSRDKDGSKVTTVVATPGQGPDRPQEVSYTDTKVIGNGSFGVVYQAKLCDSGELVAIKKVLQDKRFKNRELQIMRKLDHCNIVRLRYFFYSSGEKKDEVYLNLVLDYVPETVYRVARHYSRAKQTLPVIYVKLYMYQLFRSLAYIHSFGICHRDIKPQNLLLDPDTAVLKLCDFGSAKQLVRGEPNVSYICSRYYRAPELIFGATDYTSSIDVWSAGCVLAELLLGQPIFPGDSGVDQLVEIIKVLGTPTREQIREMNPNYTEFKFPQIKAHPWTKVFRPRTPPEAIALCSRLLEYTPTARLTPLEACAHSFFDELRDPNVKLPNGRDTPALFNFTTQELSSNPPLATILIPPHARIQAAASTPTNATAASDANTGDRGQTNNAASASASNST
#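 Assay system: GST-fused GSK3beta enzyme, cell-free / Medium: Tris pH 7.5 buffer with MgCl2, DTT, BSA, heparin / Also added: peptide substrate plus 25 µM ATP (final) / Compound: 10 µM single point / Timing: kinase reaction with compound 60 min at room temperature / Detection: ADP-Glo luminescence / Benchmarks: DMSO neutral wells and GW8510 at 20 µM as positive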
# AI-2 QS mod = modulates the Vibrio harveyi AI-2 quorum sensing system. Vibrio harveyi JMH597 AI-2 luminescence/OD600 ratio, 9 h; active compounds read low; strain lacks LuxN and CqsS sensors; 0 = neutral-control median. activity change, % at 7.5 µM. actives 0.4% (n = 300,000). AID 2094; in the data active = activity change below about -75%, passing the limit was not always enough; inconclusive = no clear call, values can overlap the other calls;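 note: luminescence divided by OD600 gain over 9 h not by final OD600 alone; inactives centre near 13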
# IEC-6 cytotox = IEC-6 cytotoxicity, counter-screen for KLF5 inhibitors | luminescence viability | inhibition, % at 5 µM | actives 0.78% (n = 290,000); in the data active = inhibition above about 22%;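 note: 0% = plate median of test compound wells and 100% = cytotoxic reference compound wells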
# HSF-1 act = increases HSF-1 driven luciferase reporter signal; activation, % at 9 µM; NIH3T3-HGL HSF-1 luciferase reporter, MG132, 8 h; 100% = twice DMSO control signal; actives 1.7% (n = 300,000); AID 504408;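 active = mean replicate activation of at least 50% with a set share of replicates each reaching 50%; inconclusive = only one of those two conditions met; inactive = mean below 50% and too few replicates reaching it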;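 note: 0% = median of the neutral control wells and 100% = twice that signal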
# aSyn UTR inh = 5' untranslated region of α-synuclein, MLPCN primary screen. alpha-synuclein 5'UTR reporter, inhibitor activity. inhibition, % (tested at 7.5 µM). actives 0.82% (n = 300,000). AID 1813; in the data active = inhibition above about 60%; inconclusive = no clear call, values can overlap the other calls;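 note: H4 neuroglioblastoma cells stably carrying SNCA 5'UTR luciferase fusion; 0% = DMSO wells and 100% = positive control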
# HSF1 inh = HSF1 inhibition; NIH3T3-HGL HSE-luciferase, MG132-induced, luminescence 8 h; active compounds read low; activity change, negative = inhibition, % at 7.5 µM (by protocol); actives 0.77% (n = 300,000); AID 2098;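 active = more than half of replicate wells show activity change below -50%, luminescence cut by over half; inconclusive = some wells, but at most half, below -50%; inactive = no replicate well below -50%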;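 note: luciferase reports HSF-1 transcriptional activity via heat shock element; 0% = median of DMSO wells and -100% = zero luminescence signal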
# KLF5 inhibitor = kruppel-like factor 5 inhibition; DLD-1 KLF5 promoter-luciferase reporter, luminescence; inhibition, % at 5 µM; actives 0.23% (n = 290,000);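 active = inhibition above a per-plate limit of that plate's mean compound inhibition plus 3 SD, cut at about 60% in these data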;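 note: 0% = DMSO wells and 100% = LY294002 at 200 µM; higher means less KLF5 promoter-driven luciferase light; inactives centre near -14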
# PolyA inh = blocks polyadenylation in yeast reporter cells; AID 1875; S. cerevisiae SKY197-pL101 polyadenylation reporter, beta-gal luminescence; efflux-impaired pdr1/pdr3 knockout yeast; score 100 = 6 SD above DMSO; calls only at 12 µM; actives 0.02% (n = 300,000);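 active = lowest replicate activity score at least 50, where 100 means six control SD above control mean; inconclusive = lowest score under 50 but half or more replicates reach 50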;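 note: yeast exposed to compound for 9 h at 30 °C; higher score means more reporter readthrough which indicates perturbed polyadenylation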
# HSP90 inh = inhibitors of HSP90 luciferase refolding in rabbit reticulocyte lysate; actives 0.91% (n = 290,000); luciferase refolding luminescence, 3 h; inhibition, % at 5.6 µM;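 active = inhibition above the screen-wide mean plus 3 SD, computed separately per campaign, cut at about 16% in these data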;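 note: 0% = DMSO wells and 100% = 60 µM geldanamycin wells; inhibitors lower the luminescence because luciferase stays unfolded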
# An asterisk follows results filed as active; i = inactive; ? = inconclusive; · = no result given.
molecule	GSK3A inh	GSK3beta inhib	AI-2 QS mod	IEC-6 cytotox	HSF-1 act	aSyn UTR inh	HSF1 inh	KLF5 inhibitor	PolyA inh	HSP90 inh
S=c1[nH]nc(-c2ccco2)n1/N=C/c1cccc(Cl)c1Cl	4	1	99	-7	21	-27	0	2	i	-1
Cc1ccc(/C=C2\NC(=S)NC2=O)cc1[N+](=O)[O-]	0	-4	16	2	-3	-16	-2	-6	i	4
COc1ccc(NS(=O)(=O)c2cccc(C(=O)NCc3ccccn3)c2)cc1	-1	0	27	·	1	7	-3	·	i	·
O=C(CSc1ccc(-c2ccncc2)nn1)N1CCCC1	0	2	0	9	8	13	-1	-4	i	4
Cc1ccc(NC(=O)C2CCC(CNC(=O)[C@@H]3Cc4ccccc4CN3)CC2)c(C)c1 (stereo partly specified)	0	3	41	-7	6	18	-3	-32	i	-3
COC(=O)c1cccc(N2C(=O)C3CC=CCC3C2=O)c1 (stereo unspecified)	-6	2	11	15	-59	17	-49	-3	i	1
COc1cccc2c(=O)c3c([nH]c12)OC(C)(C)C3	-1	5	28	·	-1	-3	3	·	i	·
Cc1cc(CNC(=O)COc2ccc(F)cc2Cl)cc(C)c1O	-2	-1	24	-5	-11	5	0	-9	i	1
COCCCNCCOCCOc1ccc(Cl)cc1C(C)(C)C	1	1	-5	-1	-10	-7	-1	0	i	-1
Cc1ccc(C)n1-c1ccsc1C(=O)CC#N	1	3	34	-5	3	3	11	29	i	0
COc1ccc2[nH]cc(CCNC(=S)NCCc3ccccc3)c2c1	-1	-2	11	4	26	-9	7	-17	i	4
CC(C(=O)O)C1SC(=O)NC1=O (stereo unspecified)	-1	0	9	0	-12	-15	-6	-24	i	5
CCOC(=O)C(CCSC)NC(=O)CN (stereo unspecified)	·	3	7	0	-4	5	4	-31	i	-3
N#CC1=C(O)CCCn2c1nc1ccccc1c2=O	2	2	15	-2	-2	-2	-2	-10	i	0
O=C(COc1ccc(Cl)cc1)Nc1ncccn1	0	-19	28	7	23	-99	15	-2	i	1
Cc1ccc(OCCCn2c(=O)oc3ccccc32)cc1	-9	0	-3	2	6	-46	15	-9	i	-3
CC1CCN(S(=O)(=O)c2ccc(F)c(C(=O)O)c2)CC1	-3	-2	17	0	-1	-4	-10	-35	i	-1
Cc1cc(Nc2cccc(C(=O)O)c2)n2ncnc2n1	0	1	4	-2	-19	-31	-13	-12	i	4
Oc1ccc(-c2csc(Nc3ccccn3)n2)cc1O	6	·	·	12	18	-139	3	-177	i	-3
CCc1cc(=O)oc2cc(OCC(=O)N3CCC(C(=O)O)CC3)ccc12	1	2	14	1	1	6	0	8	i	2
CCCC(=O)N1CC(=O)Nc2ccc(C)cc2C1c1ccc(F)cc1 (stereo unspecified)	-2	1	6	-9	-14	-18	5	2	i	-2
O=C(NNc1nc(-c2ccc(Br)cc2)cs1)c1ccco1	1	-1	-85*	2	12	-105	1	-33	i	-3
COc1ccc2c(c1)c(=O)oc1cc(OC(C(=O)O)c3ccccc3)ccc12 (stereo unspecified)	-3	3	22	1	-3	10	-3	13	i	3
O=C(Nc1ccc(-n2cccn2)cc1)C1CCCCN1Cc1cccc2c1OCO2 (stereo unspecified)	-2	1	14	54*	4	-2	-4	39	i	5
COc1cc2cc(CN(CCO)C(=O)c3cccs3)c(=O)[nH]c2cc1OC	-3	1	2	-1	-5	-1	-11	-1	i	-1
COc1ccc(NC(=O)COC(=O)CNC(=O)c2cc(OC)c(OC)c(OC)c2)cc1	-2	2	26	7	5	-3	-1	-8	i	-2
O=C(CN1C(=O)C2CCCCC2C1=O)Nc1ccccc1N1CCCC1 (stereo unspecified)	-3	-2	19	·	1	16	0	·	i	·
O=C(NC1(C(F)(F)F)N=C(c2ccccc2)NC1=O)c1ccccc1F (stereo unspecified)	0	-9	-2	1	-8	12	-5	-8	i	0
Cc1ccccc1CN1C[C@@H]2C[C@@H](c3ccc4nsnc4c3)N3CCC[C@@]23C1=O	-3	8	25	2	-3	17	-2	8	i	3
O=C(COc1ccc(Cl)cc1)N(Cc1ccco1)C1CCS(=O)(=O)C1 (stereo unspecified)	-3	-1	25	1	·	·	·	-23	i	3
Cc1nn(Cc2ccccc2)c(C)c1NC(=O)c1cccs1	-2	1	11	10	0	22	13	-31	i	0
Cn1c(SCC(=O)Nc2cccc(F)c2)nnc1-c1cc2ccccc2o1	1	2	20	-3	18	-9	7	-12	i	2
CC1=CC(c2ccccc2)NC(=S)N1 (stereo unspecified)	1	0	11	-3	-6	-17	-6	2	i	4
C/C(=N\NC(=O)c1nn(C)c(C)c1Br)c1cccc(NC(=O)c2ccoc2C)c1	-2	0	33	10	?	-71	24	-131	i	2
CC(C)CN(C(=O)CN1CCN(c2ccccc2F)CC1)c1c(N)n(CC(C)C)c(=O)[nH]c1=O	0	-1	2	0	-9	23	-4	-9	i	-1
O=C(CSc1nnc2ccccn12)NCCc1ccc(Cl)cc1	0	3	-5	6	-14	-8	-9	-9	i	-1
CC(=O)c1ccc(NC(=O)CSc2nc(Nc3ccccc3)nc(N3CCOCC3)n2)cc1	1	-1	22	-4	3	2	-3	-9	i	-4
COC(=O)c1ccc(CNCC(=O)Nc2ccc(C(=O)OC)cc2)cc1	0	1	10	0	13	5	1	-1	i	0
CC(=NC1CC1)c1c(-c2ccccc2)[nH]n(-c2nc3ccccc3s2)c1=O	-3	-4	28	-2	2	-33	1	-47	i	5
CC(=O)n1cc(/C=N/NC(=O)c2cccc(O)c2)c2ccccc21	-3	1	13	-2	16	0	9	-89	i	-2
CCC(CO)N=CC1=C(O)CC(c2ccccc2)CC1=O (stereo unspecified)	-3	-7	8	3	-4	-9	-4	-12	i	1
Cc1ccccc1-c1nc2ccccc2o1	-2	3	3	-11	-2	-57	2	-30	i	-3
CCS(=O)(=O)c1ccc(O)c(NC(=O)/C=C/c2ccccc2)c1	-1	3	-91*	-6	3	-110	3	-55	i	-5
O=C(Nc1ccc(S(=O)(=O)N2CCCC2)cc1)C1CC(=O)N(c2ccc(F)cc2)C1 (stereo unspecified)	1	2	3	-1	-4	-4	-5	-23	i	1
CN(c1ccccc1C(=O)Nc1cccnc1)S(C)(=O)=O	-1	-3	12	-9	-3	26	-1	5	·	-2
CCOC(=O)N1CCN(S(=O)(=O)c2ccc(C(=O)N(CCN(C)C)c3nc4c(C)cccc4s3)cc2)CC1	0	1	17	3	-14	2	4	-17	i	7
Cc1cc2c(cc1S(=O)(=O)N(C)Cc1ccccc1)OCC(=O)N2	3	2	4	-7	-10	5	-2	-14	i	-3
COc1cc2ncc(S(=O)(=O)c3ccccc3)c(N3CCC4(CC3)OCCO4)c2cc1OC	0	-1	14	17	-17	31	-9	4	i	4
O=c1c(-c2ccc(O)cc2)coc2cc(O)ccc12	4	4	5	·	6	-93	3	·	i	·
COc1cccc(/C(C)=N/NC(=O)c2cc(-c3cccnc3)nc3ccccc23)c1	0	4	22	9	7	-6	-2	21	i	-3
CC(C(=O)Nc1ccccc1Br)c1ccc([N+](=O)[O-])cc1 (stereo unspecified)	-2	4	-1	0	28	9	8	21	i	3
CC(C)c1ccc(Nc2nnc(SC3CCOC3=O)s2)cc1 (stereo unspecified)	2	4	-55	6	-1	-1	-8	-13	i	-1
Cc1ccc(-c2nc(C(F)(F)F)cc(=O)[nH]2)cc1	-2	2	24	-5	5	1	-3	-33	i	1
CCc1nc(SCC(=O)c2ccccc2)c2ccccc2n1	0	3	38	11	-39	-36	-29	-38	i	-3
CC(C)N1CCC(N2CCN(CCCc3ccccc3)CC2CCO)CC1 (stereo unspecified)	-4	4	25	10	-4	-23	-4	-15	i	3
COC(=O)c1c(S(=O)(=O)NCc2ccccc2)sc(C(=O)O)c1C	-4	4	27	1	-10	11	-6	-15	i	4
CSCC[C@H](NC(=O)C1CCN(S(=O)(=O)c2ccc(C)cc2)CC1)C(=O)NC1CCS(=O)(=O)C1 (stereo partly specified)	8	-3	3	-4	-1	1	-1	-1	i	3
COc1ccc(C2CC(C(F)(F)F)n3nc(C(=O)O)cc3N2)cc1 (stereo unspecified)	·	-12	13	2	-9	5	-1	0	i	6
O=C1CN(C(=O)c2cc3ccccc3oc2=O)C(c2ccccc2)c2cc(F)ccc2N1 (stereo unspecified)	-1	7	13	-1	4	23	10	-12	i	0
COC(=O)C1=C(C(=O)OC)[C@@H]2N(C)c3ccc(OC)cc3[C@@]23C[C@@H](C(=O)OC)N(C(=O)COCc2ccccc2)C3=N1	-1	3	18	·	-9	-9	-5	·	i	·

# Later entries.
molecule	GSK3A inh	GSK3beta inhib	AI-2 QS mod	IEC-6 cytotox	HSF-1 act	aSyn UTR inh	HSF1 inh	KLF5 inhibitor	PolyA inh	HSP90 inh
CCOC(=O)c1ccc(Nc2nc(C)cc(C)c2C#N)cc1	-2	-1	8	15	12	-54	-1	-14	i	0
CSc1nc(-c2ccc(C)cc2)[nH]c1S(=O)(=O)c1ccccc1	3	0	12	2	4	24	1	-1	i	-1
CCC(C)NC(=O)COc1ccc(Br)c(C)c1 (stereo unspecified)	-2	-1	13	-2	-1	-19	-11	-19	i	-4
COc1ccc2nc(NCCO)[nH]c2c1	0	0	23	1	28	-3	3	-1	i	2
COCCNC(=O)CCCn1c(=O)c2cc(OC)c(OC)cc2n(CC(=O)c2cccc(OC)c2)c1=O	·	-4	22	1	-4	5	0	10	i	1
NC(=O)c1ccsc1NC(=O)C1CCCN1S(=O)(=O)c1ccc(Cl)cc1 (stereo unspecified)	4	2	1	-4	-6	-8	-1	-2	i	1
CC(C)Cn1nc(NC(=O)C2CCCO2)c2cc3ccccc3nc21 (stereo unspecified)	-6	-2	15	-5	3	24	-1	-7	i	-4
Cc1ccc2cc(C)c(N3CCN(c4ccccn4)CC3)nc2c1	0	-2	30	-22	11	-11	0	0	i	-3
CC(OC(=O)CCOc1ccccc1)C(=O)NC1CC1 (stereo unspecified)	-7	-3	5	·	-3	3	-6	·	i	·
Cc1cccc(NC(=S)NC23CN4CN(CN(C4)C2)C3)c1C	-1	2	2	4	-8	4	-6	-48	i	1
Cc1c(C(=O)N2CCOCC2)c(S(=O)(=O)Nc2ccc(C(C)C)cc2)c(C)n1C	1	0	24	-5	7	9	-5	-8	i	-4

# Only part of the results is shown (hit frequency here may not be typical).
